# TRPML3 ag: human TRPML3 channel agonists, primary screen, cell-based, HEK293 TRPML3-YFP, Fluo-8 calcium fluorescence, 3 µM. Mucolipin-3 (Homo sapiens), Q8TDD5. 100% = the carbachol control signal. activation, % at 3 µM. 220,000 compounds, 0.29% hits;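 active means activation above its plate's cutoff, the mean activation of the plate's test wells plus 3 SD, cut at about 12% in these data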;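 further: 0% = DMSO only wells and 100% = carbachol wells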
# Target sequence (Q8TDD5 whole entry, looked up): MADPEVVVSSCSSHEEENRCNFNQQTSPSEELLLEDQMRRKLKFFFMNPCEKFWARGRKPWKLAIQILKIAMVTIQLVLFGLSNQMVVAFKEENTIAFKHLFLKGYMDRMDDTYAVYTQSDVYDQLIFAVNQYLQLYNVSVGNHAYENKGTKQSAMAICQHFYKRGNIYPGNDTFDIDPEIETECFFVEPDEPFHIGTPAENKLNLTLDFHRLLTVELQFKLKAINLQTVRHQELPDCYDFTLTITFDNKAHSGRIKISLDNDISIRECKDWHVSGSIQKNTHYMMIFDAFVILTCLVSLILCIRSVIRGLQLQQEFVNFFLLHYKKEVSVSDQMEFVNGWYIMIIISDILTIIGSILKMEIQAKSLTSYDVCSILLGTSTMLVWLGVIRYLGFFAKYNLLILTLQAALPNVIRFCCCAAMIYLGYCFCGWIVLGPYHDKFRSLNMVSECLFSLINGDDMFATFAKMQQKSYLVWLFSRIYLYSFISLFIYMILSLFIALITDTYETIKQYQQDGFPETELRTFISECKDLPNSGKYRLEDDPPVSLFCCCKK
#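 Test system – HEK293 line with stable expression of human TRPML3-YFP channel · Control set – carbachol 87 µM final as high control (100%), DMSO as low control (0%) · Signal – Fluo-8 calcium dye fluorescence, ex 470-495, em 515-575 nm · Incubation – 1-h 37 °C dye load, 5-s basal, 120-s post-compound reads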
# TRPN1 ag: zebrafish TRPN1 channel agonists, primary screen, cell-based, HEK293, calcium fluorescence; transient receptor potential cation channel N1 (TRPN1/NompC), Danio rerio; HEK293 zebrafish TRPN1-YFP, Fluo-8 calcium fluorescence; 100% = response to 87 µM carbachol; activation, % at 3 µM; 220,000 compounds, 0.18% hits; AID 1424, 2008;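 active means activation above its plate's cutoff, the mean activation of test wells on that plate plus 3 SD, cut at about 19% in these data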;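 further: 0% = DMSO alone and 100% = 87 µM carbachol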
#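 Material: zebrafish TRPN1-YFP in HEK293 cells. Doses: one dose of 3 µM, 0.3% DMSO. Incubation: dye 1 h 37 °C plus 30 min RT. Measured by: intracellular calcium fluorescence with Fluo-8.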
# NPY-Y1 PAM-ag: NPY-Y1 receptor potentiators or agonists, primary screen, cell-based. Neuropeptide Y receptor type 1 (Homo sapiens), P25929. NPY-Y1 expressing cells, potentiator/agonist activation. activation, % at 3.6 µM. 220,000 compounds, 0.37% hits. AID 1304, 2008; in the data active means activation above about 33%, passing the limit was not always enough;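 further: cells stimulated with NPY at EC10 then isoproterenol at EC100; 0% = low agonist plus stimulus and 100% = saturating agonist plus stimulus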
# EP2 modulator: EP2 receptor modulators, cAMP readout, primary screen, cell-based, HTRF cAMP, PGE2 stimulation; Prostaglandin E2 receptor EP2 subtype (Homo sapiens), P43116; EP2-expressing cells, cAMP HTRF FRET, PGE2 co-stimulation; induction, % at 25 µM; 260,000 compounds, 0.83% hits;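 active means compounds whose cAMP rise, as percent of the full-agonist control response, exceeds 60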;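 further: rat C6 glioma line stably carrying human EP2 under a CMV promoter; the protocol text gives 20 µM as final concentration; 100% = response of wells given 1 µM PGE2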
# EP2 antag: human EP2 receptor antagonists, primary screen, TR-FRET cAMP, C6 glioma cells; C6 glioma cells expressing human EP2; cells stimulated with saturating PGE2; inhibition, % at 25 µM; 260,000 compounds, 0.52% hits;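 active means percent inhibition above 40 after rounding to a whole number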;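 further: rat C6 glioma host cells with rolipram phosphodiesterase inhibitor present; the protocol text gives 20 µM as final concentration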
# CHOP inhibitor: inhibitors of CHOP promoter induction, primary screen, cell-based, unfolded protein response, luciferase reporter. CHO-K1 CHOP-promoter luciferase, tunicamycin-induced, 15-18 h. inhibition, % at 10 µM. 220,000 compounds, 3.8% hits. AID 2732, 2010;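 active means compounds that reduced the stress-induced luciferase reporter signal by more than about 70% of percent inhibition, limit read from the data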;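 further: 0% = tunicamycin plus vehicle and 100% = wells without tunicamycin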
# PPC-1+TRAIL kill: compounds killing PPC-1 cancer cells with TRAIL present, primary screen, TRAIL potentiator project, ATPLite luminescence, uHTS; PPC-1 cells + TRAIL, ATPLite viability luminescence; cell killing (% activity), % at 4 µM; 220,000 compounds, 0.41% hits; AID 1443, 2008;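 active means cell killing above 50% in the first pass at 4 µM, then a duplicate retest at 5 µM averaging 50% or more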;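 further: plate controls were cells with TRAIL plus DMSO for no effect and medium-only wells lacking cells for full effect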
# 14-3-3 Bad PPI: inhibitors of 14-3-3 zeta/Bad binding, primary screen, biochemical, TR-FRET, bovine 14-3-3 zeta | 14-3-3 protein zeta/delta (Bos taurus), P63103 | TR-FRET 14-3-3zeta/Dy647-pBad peptide displacement, 1 h | inhibition, % at 21.7 µM | 220,000 compounds, 0.71% hits | AID 781, 2007;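 active means inhibition above about 70%, limit read from the data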;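 further: 0% = full 14-3-3 plus peptide FRET controls and 100% = background without 14-3-3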
# Target sequence (P63103 whole entry, looked up): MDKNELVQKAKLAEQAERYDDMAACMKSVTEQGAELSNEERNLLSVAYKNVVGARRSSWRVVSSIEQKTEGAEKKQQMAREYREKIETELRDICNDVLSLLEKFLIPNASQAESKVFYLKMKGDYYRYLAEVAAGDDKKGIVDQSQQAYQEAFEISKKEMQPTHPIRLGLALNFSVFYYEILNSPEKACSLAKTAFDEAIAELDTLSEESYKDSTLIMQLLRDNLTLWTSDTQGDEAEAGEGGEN
# NPY Y1 blocker: NPY-Y1 receptor antagonists, primary screen, cell-based; inhibition, % at 3.6 µM; HEK293-CNG Y1 cells, membrane potential fluorescence; NPY at EC95, then isoproterenol; AID 1040, 2008; 200,000 compounds, 1% hits; Neuropeptide Y receptor type 1 (Homo sapiens), P25929;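 active means inhibition above the campaign mean inhibition of all tested compounds plus 3 SD, cut at about 20% in these data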;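 further: 0% = DMSO wells given NPY plus isoproterenol and 100% = isoproterenol alone without NPY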
#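 material = HEK293 cells with Y1 receptor plus CNG channel | also added = NPY 25 nM then isoproterenol 1 µM plus Ro 20-1724 25 µM | schedule = dye 3 h, compound 60 min room temperature, stimulation 45 min | measured by = membrane potential fluorescence | benchmarks = high control isoproterenol alone, low control NPY with isoproterenol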
# Active calls of the source: *; nt = no result given; & = joins results of further samples; [ ] = dose if it differs, or a comment. Some of the compounds tested; count on the stated rates, not on these rows.
SMILES,TRPML3 ag,TRPN1 ag,NPY-Y1 PAM-ag,EP2 modulator,EP2 antag,CHOP inhibitor,PPC-1+TRAIL kill,14-3-3 Bad PPI,NPY Y1 blocker
CCOCCCNC(=O)C(NC(=O)Cc1cccs1)c1ccccc1 (configuration not stated),-0.4,-2.4,-7,-21,9,19,4,1,5
NS(=O)(=O)c1ccc(NC(=O)COC(=O)c2cc3ccccc3oc2=O)cc1,0.3,0.4,6,-21,19,6,-5,24,nt
O=C(NC1CCCCCC1)C1CCN(S(=O)(=O)N2CCC3(CC2)OCCO3)CC1,1.8,1.3,-5,15,5,13,9,-6,1
CC1(C)CC(=O)C2=C(C1)OC(N)=C(C#N)C2c1ccsc1 (configuration not stated),-0.2,-0.3,-4,34,18,9,6,9,-6
COc1cccc(/C=N/NC(=O)C(=O)NCc2cccnc2)c1O,0.3,1.1,-2,12,11,56,13,-10,3
CC(=O)c1ccc(N2CCCC2)c(F)c1,0.0,-0.5,-19,-18,8,31,5,-6,0
CC1CCN(c2nc(-c3ccccc3O)nc3ccccc23)CC1,-0.9,-0.9,-6,31,10,28,7,-14[fluorescence artefact?],-1
O=C(Nc1ccc(NC(=S)NC(=O)c2ccccc2F)cc1)c1cccs1,1.5,3.0,-19,-62,1,19,7,-18,-5
C=C(C)Cn1c(Sc2nnc(C)s2)nc2c1c(=O)[nH]c(=O)n2C,0.8,0.0,0,17,7,19,-22,-9,8
COc1ccc(S(=O)(=O)O/N=C2\CCSc3ccc(C)cc32)cc1,-0.4,-0.8,-12,18,4,48,-10,9,-1
CCOC(=O)Cn1c(=O)oc2cc(S(=O)(=O)Nc3cccc(C)c3)ccc21,3.4,7.5,32*,-9,12,19,-10,6,-6
CCOc1ccc(N=C(NN)c2ccc3ccccc3n2)cc1,0.0,0.0,-40,-10,4,4,25,-8,24*
CS(=O)(=O)N(CC(=O)N1CCCC1)c1ccc(Cl)c(Cl)c1,0.1,-0.3,-8,27,4,15,16,-3,-1
CCNC(=S)N1CCc2ccccc2C1,0.8,-0.8,4,-12,3,-24,11,-14,-5
CC(C)CCNc1nc(N2CCCC2)c2c(c1C#N)CCN(C)C2,0.5,0.1,0,46,11,64,24,-5[fluorescence artefact?],-1
COc1cccc(/C=N/NC(=O)CCNc2n[nH]c(=O)[nH]c2=O)c1OC,-0.1,1.1,6,-17,3,-17,18,-8,4
CCCCCCCC(=O)NNC(=O)CCC(=O)O,0.0,0.5,0,13,nt,7,13,0,-1
Cc1cccc(OC(C)C(=O)NCc2ccc(S(N)(=O)=O)cc2)c1 (configuration not stated),1.1,1.5,-8,-4,4,7,11,-10[fluorescence artefact?],-3
O=C(NCc1ccccn1)C(=O)Nc1nc(C23CC4CC(CC(C4)C2)C3)cs1,0.6,0.3,3,-11,5,71*,-14,-21,5
O=C(c1cc2ccccc2oc1=O)N(Cc1ccco1)Cc1cccs1,0.6,1.7,-2,3,4,32,24,7,-3
CC(C)Cc1nnc(NC(=O)c2ccc([N+](=O)[O-])cc2)s1,0.7,1.1,8,2,10,-17,-4,-7[fluorescence artefact?],1
COc1ccc(S(=O)(=O)N2CCNCC2)cc1OC,0.8,-0.1,25,30,8,9,22,-12,2
CCC(C)c1cc(S(=O)(=O)N2CCOCC2)ccc1OC (configuration not stated),0.6,-0.7,-24,37,13,31,21,-2,1
CC(C)CCNC(=O)C(c1cccs1)N(CC1CCCO1)C(=O)Cn1nnc2ccccc21 (configuration not stated),0.5,-1.0,-10,16,4,2,4,3,13
O=C(Nc1ccc2c(c1)OCO2)C1CC(=O)N(CCc2ccccc2)C1 (configuration not stated),0.5,0.1,14,-12,14,-7,14,-13,4
# Next entries follow.
SMILES,TRPML3 ag,TRPN1 ag,NPY-Y1 PAM-ag,EP2 modulator,EP2 antag,CHOP inhibitor,PPC-1+TRAIL kill,14-3-3 Bad PPI,NPY Y1 blocker
COc1cc(C(=S)N2CCN(c3cccc(Cl)c3)CC2)ccc1O,-0.6,-0.2,7,-42,6,10,-6,68,2
CC1(C)CC(=O)C2=C(C1)OC(N)=C(C#N)C2c1cc2c(cc1[N+](=O)[O-])OCO2 (configuration not stated),6.5,4.4,2,11,4,57,21,-17[fluorescence artefact?],-4
COc1ccc(C2=CC(c3ccc(OC)c(OC)c3)n3nnnc3N2)c(OC)c1 (configuration not stated),-0.1,2.4,-24,-19,4,18,19,2[fluorescence artefact?],4
Cc1ccc(C)c(S(=O)(=O)NCc2ccncc2)c1,2.7,5.0,15,-11,5,6,4,0,-5
Fc1ccc(CSc2nnc(-c3cccnc3)n2Cc2ccco2)cc1,-0.3,0.8,30,-6,3,4,2,0,7
COc1ccc(C(=O)N2CCN(c3ccc(C)cc3C)CC2)cc1OC,0.2,1.8,10,-9,8,39,10,3,0
CCCCCc1ccc(OCCCC[n+]2ccc(C)cc2)c(CCCCC)c1,-0.3,-0.9,-50,14,10,75*,27[5 µM],10,6
c1ccc2c(c1)NCCS2,2.0,1.4,3,10,12,-12,13,15,2
OC(COCc1cccs1)CN1CCCCCC1 (configuration not stated),0.3,-0.2,-3,7,8,-7,1,-2,-4
CCOC(=O)C1(Cc2ccccc2)CCN(Cc2cn[nH]c2-c2ccccc2)CC1,0.7,1.5,-12,-30,10,29,6,2,7
O=C1CS/C(=N/N=C2C3CC4CC(C3)CC2C4)N1,0.8,-0.9,18,17,7,21,10,4,1
COc1cc(NC(=O)NC(C)(C(F)(F)F)C(F)(F)F)cc(OC)c1OC,0.6,0.4,8,1,-1,22,20,-18[fluorescence artefact?],2
O=C(N/N=C/c1cn(-c2cccs2)nc1-c1ccccc1)c1ccccc1Cl,-0.3,-0.7,11,-27,7,20,12,3,-3
COc1ccc(-c2cc(C(F)(F)F)nc(SCC(=O)Nc3ccc4c(c3)OCO4)n2)cc1,1.0,-0.2,-3,-28&-6,11&16,99*,-4,-4,3
C/C(N)=C(/C#N)C(=O)COC(=O)C1CCN(C(=O)c2ccc(Cl)cc2)CC1,1.8,2.3,0,-44,10,4,9,1,1
Cc1ccc(CN2CCN(/N=C/c3ccc(C(=O)O)cc3)CC2)c(C)c1,0.8,-1.3,16,47,1,8,32,-6,-3
CCOC(=O)c1sc(N/N=C/c2cccc(C)c2)nc1C,0.5,0.5,8,46,13,69,-7,2,-1
CCOc1ccc(NC(=O)c2ccccn2)cc1,-0.2,-1.2,8,14,3,47,87*,-6[fluorescence artefact?],-4
CC(=O)Nc1nonc1-n1nnc(C(=O)NCc2ccccc2)c1C,0.6,-0.3,-4,-1,16,-1,32,0[fluorescence artefact?],2
Clc1ccc(Cn2nnc(-c3ccccc3)n2)cc1,0.4,-1.1,-20,4,8,12,4,8,1
Nn1c(COc2cccc(Cl)c2)nc2ccccc2c1=O,0.6,0.2,-13,-21,15,6,11,-7,1
CCc1nc(C)cn1S(=O)(=O)c1cc(F)ccc1OC,-0.1,1.9,2,-5&30,4&5,-9,-2,-9,8
CN(C)CCCNCCCNC(=O)c1ccncc1,0.1,0.1,9,26,9,11,14,3,-1
Cc1cccn2c(=O)c(/C=N/O)c(N3CCCC3)nc12,0.0,0.7,23,15,12,6,2,-12[fluorescence artefact?],0
Cc1nn(C)cc1C(C(=O)NC1CCCCC1)N(C(=O)c1cnccn1)c1ccc(Oc2ccccc2)cc1 (configuration not stated),0.6,0.9,2,16,13,29,8,3[fluorescence artefact?],4
C=CCNC(=O)c1cccc(C(F)(F)F)c1,0.3,0.0,7,10,2,9,15,10,-3
Cc1ccc(-c2nnn(CC(=O)N3CCC(C)CC3)n2)o1,0.7,-0.6,11,-13,1,-17,45,-3,0

# Part of the list above in order of number of heavy atoms, highest first:
SMILES,TRPML3 ag,TRPN1 ag,NPY-Y1 PAM-ag,EP2 modulator,EP2 antag,CHOP inhibitor,PPC-1+TRAIL kill,14-3-3 Bad PPI,NPY Y1 blocker
Cc1nn(C)cc1C(C(=O)NC1CCCCC1)N(C(=O)c1cnccn1)c1ccc(Oc2ccccc2)cc1 (configuration not stated),0.6,0.9,2,16,13,29,8,3[fluorescence artefact?],4
CCOC(=O)C1(Cc2ccccc2)CCN(Cc2cn[nH]c2-c2ccccc2)CC1,0.7,1.5,-12,-30,10,29,6,2,7
CCCCCc1ccc(OCCCC[n+]2ccc(C)cc2)c(CCCCC)c1,-0.3,-0.9,-50,14,10,75*,27[5 µM],10,6
COc1ccc(C(=O)N2CCN(c3ccc(C)cc3C)CC2)cc1OC,0.2,1.8,10,-9,8,39,10,3,0
Nn1c(COc2cccc(Cl)c2)nc2ccccc2c1=O,0.6,0.2,-13,-21,15,6,11,-7,1

# Reformatted bar-delimited: 2 of the compounds above
canonical_smiles | TRPML3 ag | TRPN1 ag | NPY-Y1 PAM-ag | EP2 modulator | EP2 antag | CHOP inhibitor | PPC-1+TRAIL kill | 14-3-3 Bad PPI | NPY Y1 blocker
CC1(C)CC(=O)C2=C(C1)OC(N)=C(C#N)C2c1cc2c(cc1[N+](=O)[O-])OCO2 (configuration not stated) | 6.5 | 4.4 | 2 | 11 | 4 | 57 | 21 | -17[fluorescence artefact?] | -4
Cc1ccc(C)c(S(=O)(=O)NCc2ccncc2)c1 | 2.7 | 5.0 | 15 | -11 | 5 | 6 | 4 | 0 | -5

# Bioassay records: PubChem, several laboratories
